KAT2A inh: qHTS Assay for Inhibitors of GCN5L2; Histone acetyltransferase KAT2A (Homo sapiens), Q92830; GCN5L2 HAT assay, ThioGlo1 CoA-SH fluorescence; Potency, µM (top dose mostly 58.9 µM), inactives show top-dose activity change, negative = inhibition, hits mostly inhibitors; 0.21% of 390,000 active; AID 504327, 2011
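Compounds, pin-transferred from DMSO stocks, meet 20nM GCN5L2 for 15 min before the reaction begins with H3(1-25) peptide (75uM) and acetyl-CoA (70uM). Thiol-reactive ThioGlo1 reports CoA release over 20 min at room temperature.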
FEN1 inhibitor: qHTS Assay for the Inhibitors of Human Flap endonuclease 1 (FEN1); 0.35% of 390,000 active; P39748; Potency, µM (highest dose often 114 µM), for inactives: top-dose activity change, negative = inhibition, hits mostly inhibitors; Recombinant FEN1 flap cleavage, fluorescence, 15 min; further: nearly all actives have a fitted effect of over 65% in size
Target sequence (P39748 whole entry, looked up): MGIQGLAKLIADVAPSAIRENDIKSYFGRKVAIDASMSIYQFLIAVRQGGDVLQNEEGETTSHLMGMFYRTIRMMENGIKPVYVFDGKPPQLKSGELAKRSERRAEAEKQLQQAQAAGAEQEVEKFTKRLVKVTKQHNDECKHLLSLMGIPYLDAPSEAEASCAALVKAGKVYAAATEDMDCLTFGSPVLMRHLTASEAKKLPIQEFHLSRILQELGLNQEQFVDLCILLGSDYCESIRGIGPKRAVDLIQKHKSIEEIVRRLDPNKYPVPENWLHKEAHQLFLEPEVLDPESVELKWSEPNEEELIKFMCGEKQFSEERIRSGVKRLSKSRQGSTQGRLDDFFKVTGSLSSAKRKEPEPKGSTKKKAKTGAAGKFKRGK
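Quantitative HTS format: each compound was titrated, incubated with 10 nM nuclease for 15 min at room temperature, then challenged with flap substrate at 50 nM final. Signal change over 15 min gave concentration–effect curves.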
N370S GC: qHTS Assay for Inhibitors and Activators of N370S glucocerebrosidase as a Potential Chaperone Treatment of Gaucher Disease. Lysosomal acid glucosylceramidase (Homo sapiens), P04062. N370S GC spleen homogenate, 4MU-glucoside fluorescence. Potency, µM (highest dose often 59.4 µM), for inactives: top-dose activity change, negative = inhibition, actives largely listed as inhibitors. 0.092% of 330,000 active. AID 2101, 2009;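 further: 0% = full enzyme activity and -100% = no enzyme basal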
* hit, by the source's call; ? = inconclusive; · = no result given; & = joins results of further samples; [ ] = another dose, or the depositor's remark. The call rests on the fitted dose curve; in most records, active means well fitted curve in the direction sought with a large enough effect; inconclusive means small, poorly fitted or top-dose-only effect, or another doubt; inactive means no such curve, though single readings can be large; an effect the other way counts as inactive or inconclusive. Unless noted, on the % scale 0 is the no-effect control and ±100 the full control effect; potency means the concentration at half of the fitted maximal effect. Not all compounds are listed, so the mix of outcomes need not match the whole.

SMILES	KAT2A inh	FEN1 inhibitor	N370S GC
O=C(C1=C(O)C(=O)N(Cc2ccco2)C1c1cccc([N+](=O)[O-])c1)c1ccco1 (stereo not given)	?	-21%	-16%
O=C(c1cc([N+](=O)[O-])ccc1N1CCCC1)N1CCCC1	4%	-2%	-13%
COc1ccc(NC(=O)CSc2ncnc3sc(C)cc23)cc1	-1%	-2%	-5%
N=c1c2c(-c3ccccc3)c(-c3ccccc3)oc2ncn1CCN1CCOCC1	-6%	-20%	6%[2.35 µM]
COc1ccc(CN(Cc2ccccn2)C(=O)CN2C(=O)C(C)Oc3ccccc32)cc1 (stereo not given)	-11%	2%	11%
Cc1c(Cl)cccc1NC(=O)CSc1nc2c(c(=O)[nH]1)CCCC2	1%	·	-5%
CC(C)CN1CCN(Cc2c[nH]c3ccccc23)CC1CCO (stereo not given)	-8%	-5%	-3%
COc1ccc(S(=O)(=O)N2CCC(=O)N2)cc1	59%	-11%	10%
O=C(CSCc1cccc(CSCC(=O)Nc2ccc3ccccc3c2)n1)Nc1ccc2ccccc2c1	-2%	-10%	?
Cc1ccc2occ(/C=C/C(=O)O)c(=O)c2c1	-10%	-5%	6%
CCOc1ccc(S(=O)(=O)NCCc2ccccn2)cc1	-1%	-3%	·
Cc1cc(C)cc(NC(=O)CSc2nc(=O)[nH]c3c2CCC3)c1	-8%	13%	·
Cc1nn(C)c(Cl)c1CN1CCCC(C(=O)Nc2cccc(-n3cccn3)c2)C1 (stereo not given)	-1%	-5%	-7%
COc1ccccc1NC(=O)CC1S/C(=N/N=C(\C)C2CCCCC2)NC1=O (stereo not given)	?	-18%	3%
O=C(N/N=C/C(Cl)=C\c1ccccc1)c1cccs1	3%	-5%	9%
CC(C)(C)NC(=O)COc1ccc(CNc2ccc3[nH]c(=O)[nH]c3c2)cc1	-9%	-20%	-6%
Cc1ncoc1C(=O)NCc1ccccc1Cl	-8%	-3%	7%
COc1cccc(CC2(CO)CCCN(Cc3ccc4c(c3)OCCO4)C2)c1 (stereo not given)	-3%	-12%	0%
COc1ccc(-c2cc(C3CC3)nc(SCC(=O)c3cccs3)c2C#N)cc1	-5%	7%	6%
CC1Oc2ccccc2C=C1/C=N/NC(=O)[C@@H](C)NC(=O)OC(C)(C)C (stereo not given in full)	-6%	0%	-4%
C[C@H]1CN=C(Nc2ccccc2)N1CCC1CCCC1	-4%	2%	-9%
O=C(NCCc1ccccc1)C(=O)NCC1OCCN1S(=O)(=O)c1ccc([N+](=O)[O-])cc1 (stereo not given)	?	4%	-5%
CCCOc1ccc(C(=O)Nc2ccc(NC(=O)c3cccs3)cc2)cc1	-1%	0%	-5%
COc1cccc(C(=O)N2CCC(C(=O)N3CCN(C)CC3)CC2)c1	-6%	-15%	-5%
CC(C)(C)C1CCc2c(sc(NC(=O)c3ccco3)c2C(N)=O)C1 (stereo not given)	-10%	0%	10%
COc1ccc(CCN(Cc2cccs2)S(=O)(=O)c2ccc(S(=O)(=O)N3CCC(C)CC3)cc2)cc1OC	-4%	4%	-4%
COc1cc(OC)c2c(c1)C(=O)OC2	0%	-7%	0%
COC(=O)c1ccc(Cl)c(NC(=O)c2cccc([N+](=O)[O-])c2C)c1	-11%	7%	-1%
O=C(NCCc1ccccc1)/C(=C/c1ccco1)c1ccccc1	-20%	3%	13%
COc1ccc(Cn2ccc3nc(C)c(C(=O)Nc4cccc(SC)c4)cc3c2=O)cc1	-3%	-20%	·

Single values from the entries so far.
For FEN1 inhibitor, C[C@H]1CN=C(Nc2ccccc2)N1CCC1CCCC1 has 2%
For KAT2A inh, Cc1ncoc1C(=O)NCc1ccccc1Cl has -8%
For N370S GC, CC1Oc2ccccc2C=C1/C=N/NC(=O)[C@@H](C)NC(=O)OC(C)(C)C (stereo not given in full) has -4%

Back to the main list, repeating the three entries before the break.
SMILES	KAT2A inh	FEN1 inhibitor	N370S GC
COC(=O)c1ccc(Cl)c(NC(=O)c2cccc([N+](=O)[O-])c2C)c1	-11%	7%	-1%
O=C(NCCc1ccccc1)/C(=C/c1ccco1)c1ccccc1	-20%	3%	13%
COc1ccc(Cn2ccc3nc(C)c(C(=O)Nc4cccc(SC)c4)cc3c2=O)cc1	-3%	-20%	·
COC(=O)c1ccc(NC(=O)C(=O)c2cccn2C)cc1	-7%	12%	-5%
COc1ccc(S(=O)(=O)NCc2ccc(C)cc2)cc1	-5%	-15%	10%
COc1ccc(NC(=O)CCC(=O)c2ccc(-c3ccccc3)cc2)cc1	8%	-5%	4%
COc1cc(C(C)=O)ccc1OCc1cc(C(=O)N2CCSCC2)no1	-5%	-7%	0%
COc1ccccc1N(CC(=O)NCCSCc1ccc(Cl)cc1)S(C)(=O)=O	-1%&0%	9%&-8%	-3%
CCOC(=O)c1sc(NC(=O)CCN2C(=O)c3cccc([N+](=O)[O-])c3C2=O)c(C(=O)OCC)c1C	-4%	-1%	-20%
C/C=C/C=C\C(=O)Nc1cccc(C2=NOC3(C2)C[C@@H](C(N)=O)N(C(=O)/C(C)=C/C)C3)c1 (stereo not given in full)	23%	-4%	1%
CCOC(=O)c1sc(NC(=O)CSc2ccccn2)c(C#N)c1C	·	-7%	3%
CCOc1ccc(CNC(=O)CCc2cn(C)c3ccccc23)cc1	-2%	0%	-2%
Cc1ccc(C(=O)NNC(=O)COC(=O)COc2ccccc2C#N)cc1	-20%	21%	·
CCOc1[nH]n(-c2ccccc2)c(=O)c1C=Nc1ccc(C)cc1	-4%	-5%	8%
Fc1ccc(-n2c(-c3cccs3)nc3nc4ccccc4nc32)cc1	-16%	1%	9%
O=C(Cc1coc(-c2ccc(F)cc2)n1)Nc1ccccc1	-1%	-3%	6%
CCOC(=O)C1CCN(C(=O)CNS(=O)(=O)c2cccs2)CC1	-6%	-10%	4%
O=C(COC(=O)c1cnccn1)c1ccc2c(c1)CCCC2	1%	0%	10%

An excerpt from above, reduced to KAT2A inh:
Compound | KAT2A inh
Cc1ncoc1C(=O)NCc1ccccc1Cl | -8%
N=c1c2c(-c3ccccc3)c(-c3ccccc3)oc2ncn1CCN1CCOCC1 | -6%

Further compounds.
SMILES	KAT2A inh	FEN1 inhibitor	N370S GC
O=C(CCCN1C(=O)c2ccccc2C1=O)Nc1cccnc1	-1%	1%	1%
COc1cccc(NC(=O)NCCN2CCCCC2)c1	0%	9%	-1%
O=C(CSc1ncnc2sc3c(c12)CCC3)NCC1CCCO1 (stereo not given)	2%	-9%	4%
Cc1ccc(NCc2nnc3n2CCCCC3)cc1	-9%	10%	-4%
CC12CN(C(=O)c3cccc([N+](=O)[O-])c3)C3(C#N)CC1CCC23C (stereo not given)	2%	1%	-7%
Clc1cccc(N2CCN(CCNc3nc4ccccc4n4cnnc34)CC2)c1	0%	0%	2%
Cc1ccccc1OCC(=O)NNC(=O)CN1C(=O)c2ccccc2C1=O	-1%	-2%	-2%
COC/C=C/C1=CC2=CC(=O)C(C)(OC(=O)c3cnc4ccccc4n3)C(=O)C2=CN1CCOC (stereo not given)	·	-7%	-2%[12.8 µM]
COC(CNC(=O)C1CCCCC1C(=O)O)OC (stereo not given)	-1%	10%	2%
Cc1oc(-c2ccccc2)cc1C(=O)Nc1cccc2ccccc12	3%	-4%	8%
O=C(Nc1ccc(N2CCN(C(=O)c3ccccc3)CC2)cc1)c1cccnc1	2%	1%	-9%
CCOc1ccc2ccccc2c1/C=N/NC(=O)CNC(=O)c1ccccc1O	-3%	-7%	26%
Cc1cc(C(=O)COc2cccnc2[N+](=O)[O-])c(C)n1Cc1ccco1	-15%	0%	4%
O=C(COc1ccc(S(=O)(=O)NCc2ccccc2)cc1)NCC1CCCO1 (stereo not given)	5%	-10%	6%
CC(C)Cc1ccc(C(C)NC(=O)Cc2ccc(S(=O)(=O)N3CCOCC3)s2)cc1 (stereo not given)	-10%	-14%	-12%
CC(=O)NC(NC(C)=O)c1ccc(Br)cc1	83%[activator]	-4%	4%
O=[N+]([O-])c1cc(S(=O)(=O)C(F)(F)F)ccc1Sc1nc2ccccc2[nH]1	-17%	0%	-2%
Cc1ccc(NC(=O)CN(C)C(=O)CCC(=O)c2cccs2)cc1	1%	-1%	-1%
CCn1c(SCC(=O)Nc2cccc(OC)c2)nnc1-c1ccc(Cl)cc1	-30%	-14%	5%
CC1=CC(C2CC(=O)N(c3ccc(C)cc3)C2=O)CC2C(=O)N(c3ccc(C)cc3)C(=O)C12 (stereo not given)	?	-6%	13%
Cc1ccccc1-n1c(SCC(=O)Nc2cccc3ccccc23)nc(O)cc1=O	?	-21%	-9%
CCC(C)NC(=O)c1ccccc1SC (stereo not given)	-9%	-1%	-1%
CCc1ccc(-c2nc(CN3CCCC(C(=O)N4CCN(c5cc(Cl)ccc5C)CC4)C3)c(C)o2)cc1 (stereo not given)	-9%	-22%	·
COc1cc(C(=O)Nc2ccc(C(=O)O)cc2)ccc1OC(C)=O	-3%	3%	7%
CCCOc1cccc(C(=O)NC(=S)Nc2cccc(NC(=O)c3ccccc3Cl)c2)c1	-10%	-5%	-4%
CC(OC(=O)Cc1coc2cc3c(cc12)CCC3)C(=O)NCc1ccc2c(c1)OCO2 (stereo not given)	-7%	5%	19%
CCOC(=O)C1=C(CN2CCN(c3ccc(OC)cc3)CC2)NC(=O)NC1c1ccc(Cl)cc1 (stereo not given)	-4%	-23%	·
CCOC(=O)c1ccc(NC(=O)c2nc[nH]c2C(=O)N[C@H](C)c2ccccc2)cc1	?	-7%	16%
CC(=O)c1ccc(N2CCN(C3C(=O)c4ccccc4N3C(C)=O)CC2)cc1 (stereo not given)	-10%	-1%	·
Cc1ccccc1C(=O)NCC(=O)Nc1ccccc1C(F)(F)F	-6%	4%	-12%

Single records, as listed above. Order of values: KAT2A inh, FEN1 inhibitor, N370S GC
Cc1ccc(NC(=O)CN(C)C(=O)CCC(=O)c2cccs2)cc1 in the list: 1%, -1%, -1%
COc1cc(C(=O)Nc2ccc(C(=O)O)cc2)ccc1OC(C)=O in the list: -3%, 3%, 7%
CC(OC(=O)Cc1coc2cc3c(cc12)CCC3)C(=O)NCc1ccc2c(c1)OCO2 (stereo not given) in the list: -7%, 5%, 19%
CCC(C)NC(=O)c1ccccc1SC (stereo not given) in the list: -9%, -1%, -1%

(more compounds)
SMILES	KAT2A inh	FEN1 inhibitor	N370S GC
Cc1ccc(-n2nnnc2SCC(=O)Nc2ccc3c(c2)COC3=O)cc1C	-8%	-13%	3%
Cc1nn(Cc2ccc(Cl)cc2)c(C)c1NC(=O)c1noc2c1CCCCC2	-2%	-15%	-7%
CC(=O)Nc1ccc(NC(=O)COC(=O)c2ccc(C)s2)cc1	-1%	0%	4%
COc1ccccc1OC(=O)C1CC(=O)N(c2ccc(Cl)cc2)C1 (stereo not given)	-25%	5%	2%
O=C(CCC(=O)N1CCN(S(=O)(=O)c2ccc([N+](=O)[O-])cc2)CC1)N1CCOCC1	-9%	15%	·
N#Cc1ccc(N2C(=O)[C@@H]3C(C(=O)C(c4ccccc4)c4ccccc4)=NN[C@@H]3C2=O)cc1	-7%	-3%	27%
CSc1ccccc1-n1nnnc1SCC(=O)Nc1cc(C)ccc1C	-2%	-20%	-2%
Nc1ncc(S(=O)(=O)NCc2ccc(Cl)cc2)cn1	-2%	-3%	·
COc1ccc(CN2C(=O)Cc3c2nc(N)c2c(N)nc(N4CCOCC4)c(C#N)c32)cc1	0%	-27%	-8%
CNC(=O)COC(=O)c1ccc(NS(=O)(=O)c2ccc3c(c2)OCCO3)cc1	6%	0%	-4%
COc1ccc(C(=O)Nc2ccc(N3CCN(C(=O)c4cccs4)CC3)cc2)cc1Br	-5%	22%	?
Cc1ccc(C)c(S(=O)(=O)N2CCCCC2CCNC(=O)C(=O)NCc2ccccn2)c1 (stereo not given)	-3%	5%	-2%
c1ccc(CSc2ccc(-c3ccccn3)nn2)nc1	-5%	1%	1%
Cc1ccc(NC(=O)c2ccc(S(=O)(=O)N3CCC(C)CC3)cc2)nc1	-1%	9%	-7%
CNC(=O)C(C)c1ncc(C(F)(F)F)cc1Cl (stereo not given)	1%	10%	5%
COc1ccc(N(C(=O)CNC(=O)c2ccco2)C(C(=O)NC2CCCCC2)c2ccco2)cc1 (stereo not given)	-2%	2%	0%
O=c1ccc(-c2ccc(S(=O)(=O)NCC3CCN(Cc4cccc(F)c4)CC3)s2)n[nH]1	6%	10%	0%
Cn1c(=O)n(C)c2cc(/C=C3/NC(=O)N(Cc4ccccc4)C3=O)ccc21	-5%	-18%	-9%
